Screening results: PubChem, National Center for Advancing Translational Sciences (NCATS)
HepG2 viability – kills HepG2 cells in TGF-b inhibitor counter-screen. HepG2 CAGA-GFP viability, ATP luminescence, 18 h. Potency, µM (top dose mostly 46.1 µM), for inactives: at the highest dose activity change, negative = cytotoxicity, most hits filed as cytotoxic. 410,000 tested, 0.76% active. AID 588856; note: potency is the fitted concentration of half-maximal effect; some results filed as inactive show a strong effect at the top dose
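HepG2 CAGA-GFP cells (1000/well, DMEM with 1% FBS) received compound, then TGF-beta at 500 pg/mL final, and were incubated 18 hours at 37 degrees C. Viability was read by CellTiter-Glo luminescence. Media-only wells were set as complete cell-killing and DMSO as no toxicity.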
A549 viability – A549 cytotoxicity, counter-screen for Nrf2 inhibitors; A549 ARE-Fluc cells, CellTiter-Fluor viability, 18-24 h; Potency, µM (titrated, usually from 46 µM), without a hit: at the highest dose activity change, negative = cytotoxicity, most hits filed as inhibitors; 390,000 tested, 0.16% active; AID 504648; note: potency is the fitted concentration of half-maximal effect; % is set by controls: 0 for no effect and ±100 for the full control effect
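A549 ARE_Fluc cells in 5% FBS OPTI-MEM were exposed to compounds in concentration-response for 18-24 h at 37 deg C. Viability was read by CellTiter-Fluor fluorescence (Ex 405/Em 525) after 30 min, before the luciferase read.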
MCF10A rereplic – DNA re-replication induction in MCF 10a cells; Potency, µM (doses to about 46.1 µM), for the others: top-dose activity, positive = re-replication, usual class: activators; MCF 10A DNA re-replication, Hoechst nuclear intensity, 48 h; 350,000 tested, 2.9% active; note: potency is the fitted concentration of half-maximal effect; % of control where 0% means no effect; nearly all actives have a fitted effect of over 50% in size
Nrf2 inh – Nrf2 pathway inhibition | A549 ARE-Fluc reporter, luciferase luminescence, 18-24 h | Potency, µM (top dose mostly 46 µM), inactives show at the highest dose activity change, negative = inhibition, most hits filed as inhibitors | 360,000 tested, 2.1% active | AID 504444; note: potency is the fitted concentration of half-maximal effect; % is set by controls: 0 for no effect and ±100 for the full control effect; nearly all actives have a fitted effect of over 60% in size
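Nrf2 function is reported as luminescence of an ARE-controlled luciferase in A549 cells. Compounds were tested at several concentrations, and a CellTiter-Fluor read on the same wells flagged cytotoxicity.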
ATXN viability – cell viability loss in ATXN counter-screen; AID 651635; 400,000 tested, 0.49% active; S2 cells (HEK-293 line with an ATXN2-luciferase reporter) viability, CellTiter-Fluor protease fluorescence, 24 h; Potency, µM (doses to about 56.7 µM), most hits filed as cytotoxic; note: potency is the fitted concentration of half-maximal effect; nearly all actives have a fitted effect of over 40% in size
Nrf2 activator – Nrf2 pathway activation; Potency, µM (highest dose often 46.1 µM), without a hit: at the highest dose activation, usual class: activators; 410,000 tested, 0.31% active; AREc32 ARE-luciferase reporter (MCF7-derived line), luminescence, 24 h; AID 624171; note: potency is the fitted concentration of half-maximal effect; % of control where 0% means no effect; nearly all actives have a fitted effect of over 65% in size
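AREc32 cells carrying an ARE-driven firefly luciferase reporter were seeded at 1000 cells/well in OPTI-MEM with 5% FBS, then exposed to compound for 24 hr at 37 deg C. Luminescence was read with Steady-Glo after 30 min at RT.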
IL1B secr inh – inhibitors of inflammasome signaling (IL-1 beta secretion). 360,000 tested, 4.7% active. activity change, % at 57.5 µM. THP-1 LPS/ATP IL-1B secretion, AlphaLISA, 16 h; hits give low values; in the data active = activity change below about -50%; inconclusive = mostly about -30% to -49%; note: % is set by controls: 0 for no effect and ±100 for the full control effect
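Secreted IL-1B measured by AlphaLISA bead assay after 16 h compound exposure of THP-1 cells; compounds (final up to 57.5 uM) added 1 h before LPS (250 ng/mL) and ATP (1.25 mM) stimulation; lower signal means less secretion.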
TGFb SMAD3 inh – TGF-b pathway inhibition; HepG2 CAGA-GFP TGF-b/SMAD3 reporter, GFP fluorescence, 18 h; TGF-beta stimulated, 500 pg/mL final; Potency, µM (titrated, usually from 46.1 µM), inactives show at the top dose activity, negative = inhibition, hits mostly inhibitors; 410,000 tested, 1.2% active; AID 588855; note: potency is the fitted concentration of half-maximal effect; % is set by controls: 0 for no effect and ±100 for the full control effect; nearly all actives have a fitted effect of over 65% in size
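Cell-based qHTS in HEPG2 carrying a CAGA-GFP Smad reporter; compounds added before 500 pg/mL final TGF-beta, 18 h incubation at 37 degrees C, GFP fluorescence quantified per cell by imaging cytometry.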
ATXN2 expr inh – ATXN2 expression inhibition; HEK-293 ATXN2-luciferase reporter, luminescence, 24 h; Potency, µM (titrated, usually from 57 µM), for the others: top-dose activity change, negative = inhibition, hits mostly inhibitors; 360,000 tested, 0.72% active; AID 1745845; note: potency is the fitted concentration of half-maximal effect; % is set by controls: 0 for no effect and ±100 for the full control effect; nearly all actives have a fitted effect of over 55% in size
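qHTS (up to 57 uM final) was run with 24 h compound exposure of reporter cells at 37 °C. Each well was multiplexed: SteadyGlo luminescence measured ATXN2-luciferase expression after a fluorogenic Gly-Phe-AFC viability readout (25 uM final).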
Active calls of the source: *; i = inactive; ? = inconclusive; . = no result given; [ ] = dose if it differs, or a comment. Unless noted, calls come from the whole dose curve; as a rule, active = well fitted curve in the direction sought with a large enough effect; inconclusive = small, poorly fitted or top-dose-only effect, or another doubt; inactive = no such curve, though single readings can be large; an effect the other way counts as inactive or inconclusive.

Every second line gives: HepG2 viability, A549 viability, MCF10A rereplic, Nrf2 inh, ATXN viability, Nrf2 activator, IL1B secr inh, TGFb SMAD3 inh, ATXN2 expr inh
> NC(=O)CC(NC(=O)Cc1ccc(Br)cc1)c1ccc(N2CCC(N3CCCCC3)CC2)c([N+](=O)[O-])c1 (stereo not given)
    2%, -4%, -8%, 9%, i, -0.7%, -4, -32%, 10%
> O=C(NCc1cccnc1)c1ccc(S(=O)(=O)Nc2ccccc2)cc1
    15%, 1%, 8%, -7%, i, 2.3%, 16, -17%, 2%
> COc1ccccc1C1CN(c2ccc(F)cc2F)N=C1c1cccs1 (stereo not given)
    -30%, 20%, ?, -4%, ., 3.3%, 5, -9%, -16%
> CCC(C)c1ccc(OCC(=O)O)cc1 (stereo not given)
    -3%, -1%, 3%, -3%, i, -0.3%, 8, 0%, 2%
> Cc1ccc(OCC(=O)N/N=C\c2ccc(-c3cccc(C(=O)O)c3)o2)c(C)c1
    -24%, 3%, ?, 2%, i, -0.5%, 0, ?, 9%
> Cc1ccc(-n2c(SCC(=O)NCCN3C(=O)CSC3=O)nnc2-c2ccccc2)cc1
    -22%, 11%, 5%, 13%, i, -0.3%, 0, -13%, 1%
> Cc1ccc(NC(=O)Cn2nnc(-c3ccccc3-n3cnnn3)n2)c(C)c1
    0%, -16%, 9%, 3%, i, -0.1%, ?, -8%, -30%
> O=C(CSc1nc2ncc(Cl)cc2[nH]1)N1CCC(Cc2ccccc2)CC1
    -10%, 2%, 7%, -7%, i, -1.3%, 0, 1%, -3%
> CC1CCN(C(=O)Cn2c3ccccc3c3nc4n(c(=O)c32)CCS4)CC1
    11%, -12%, -7%, -14%, ?, -0.9%, -6, 1%, .
> COC(=O)C1CSC2c3ccccc3C(=O)N12 (stereo not given)
    9%, 3%, ?, 6%, i, ?, -4, 4%, 7%
> Cc1cc(C)c(/C=C/c2onc(C)c2S(=O)(=O)N2CCC(C(=O)NCCc3ccccc3)CC2)c(C)c1
    -1%, 15%, ., ., ., 4.2%, ., -17%, .
> CCOC(=O)c1[nH]c(C)c(/C(O)=C2\C(=O)C(=O)N(CCCN3CCOCC3)C2c2cccs2)c1C (stereo not given)
    -11%, 2%, 9.2µM*, 4%, i, 0.7%, 9, -12%, -3%
> OCCNc1ncnc2oc(-c3ccco3)c(-c3ccco3)c12
    -7%, -4%, ., 3%, ., ., ., ?, .
> COc1ccc(OC)c(-c2noc(CSc3nnc(-c4ccccc4)n3-c3ccccc3)n2)c1
    -24%, -11%, ., ?, i, 0.5%, ., -4%, 7%
> Cc1ccc(N(Cc2ccccc2)C(=O)c2cc(S(=O)(=O)N3CCOCC3)ccc2Cl)cc1
    -12%, -2%, ?, ?, ?, -0.7%, ?, ?, ?
> CC1(C)Oc2ccc3ccc(=O)oc3c2[C@@H](O)[C@@H]1O
    -3%, 2%, -34%, 19%, i, -0.3%, -3, -1%, 11%
> CCN(Cc1ccccc1)C(=O)CN1C(=O)COc2ccc(S(=O)(=O)N(CC)CC)cc21
    3%, 6%, ., 7%, i, -0.4%, ., -7%, -13%
> C=CCn1c(SCc2ccc(C#N)cc2)nnc1-c1cccc(Cl)c1
    1%, -2%, 5%, ., i, 3.5%, -7, 0%, -10%
> COC(=O)CNC(=O)c1ccc(F)cc1
    8%, 0%, -8%, 1%, i, 0.3%, 3, -15%, 4%
> CCCc1cc(C(=O)Nc2cc(C)on2)no1
    0%, 2%, 0%, 1%, ., 0.7%, 6, -7%, 31%
> Cc1ccc(NC(=O)C2CCCN2S(=O)(=O)c2ccc3c(c2)CCCC(=O)N3)cc1C (stereo not given)
    -24%, -15%, ., ?, i, 5.9%, ., ?, -16%
> CCNC(=S)Nc1ccc(N(c2ccccc2)C(C)C)cc1
    -11%, 0%, ?, ., i, -0.7%, -20, ?, -21%
> O=C(Nc1ccccc1N1CCCC1)C1=COCCO1
    18%, 0%, 2%, 2%, i, -0.6%, 8, 0%, 11%
> c1ccc(COc2ccc(OCCCCN3CCCCC3)cc2)cc1
    -29%, -14%, 26%, ?, ?, -0.6%, -58*, -1%, 4%
> Cn1c(=O)[nH]c(=O)c2c1nc(SCCO)n2CCCc1ccccc1
    -25%, 8%, ?, -9%, i, 4.3%, 11, 0%, 19%
> COC(=O)NC(=C(Cl)Cl)S(=O)(=O)c1ccccc1
    9%, ?, 7.3µM*, ?, ?, ?, -118*, ?, ?
> CSc1nc(N)nc2c1ncn2C1OC(CO)CC1O (stereo not given)
    -9%, 1%, -3%, 15%, i, 0.3%, -9, -26%, 6%
> CC1=Nn2c(nnc2-c2ccccn2)SC1
    -1%, ., 0%, 27%, i, -0.8%, -8, -25%, 1%
> COc1ccc(NS(=O)(=O)c2ccc(C(=O)N(C)Cc3cccs3)cc2)cc1
    -10%, -10%, ?, ?, i, -0.1%, 14, -8%, -8%
> C=CCn1c(=O)c2c(nc3n2CCS3)n(C)c1=O
    -1%, 0%, 2%, ?, i, 0.7%, 18, -12%, 1%

Nothing new here: seven of the compounds above.
Every second line gives: HepG2 viability, A549 viability, MCF10A rereplic, Nrf2 inh, ATXN viability, Nrf2 activator, IL1B secr inh, TGFb SMAD3 inh, ATXN2 expr inh
> NC(=O)CC(NC(=O)Cc1ccc(Br)cc1)c1ccc(N2CCC(N3CCCCC3)CC2)c([N+](=O)[O-])c1 (stereo not given)
    2%, -4%, -8%, 9%, i, -0.7%, -4, -32%, 10%
> O=C(NCc1cccnc1)c1ccc(S(=O)(=O)Nc2ccccc2)cc1
    15%, 1%, 8%, -7%, i, 2.3%, 16, -17%, 2%
> COc1ccccc1C1CN(c2ccc(F)cc2F)N=C1c1cccs1 (stereo not given)
    -30%, 20%, ?, -4%, ., 3.3%, 5, -9%, -16%
> CCC(C)c1ccc(OCC(=O)O)cc1 (stereo not given)
    -3%, -1%, 3%, -3%, i, -0.3%, 8, 0%, 2%
> Cc1ccc(OCC(=O)N/N=C\c2ccc(-c3cccc(C(=O)O)c3)o2)c(C)c1
    -24%, 3%, ?, 2%, i, -0.5%, 0, ?, 9%
> Cc1ccc(-n2c(SCC(=O)NCCN3C(=O)CSC3=O)nnc2-c2ccccc2)cc1
    -22%, 11%, 5%, 13%, i, -0.3%, 0, -13%, 1%
> Cc1ccc(NC(=O)Cn2nnc(-c3ccccc3-n3cnnn3)n2)c(C)c1
    0%, -16%, 9%, 3%, i, -0.1%, ?, -8%, -30%

(continued)
Every second line gives: HepG2 viability, A549 viability, MCF10A rereplic, Nrf2 inh, ATXN viability, Nrf2 activator, IL1B secr inh, TGFb SMAD3 inh, ATXN2 expr inh
> CC1CN(c2ccc([N+](=O)[O-])cc2Cl)CCN1S(C)(=O)=O (stereo not given)
    -41%, 3%, 0%, ?, i, 0.2%, ?, -6%, -29%
> O=C(O)CSC1=NS(=O)(=O)c2ccccc21
    -8%, 1%, ., -3%, ., ., ., -7%, .
> O=C(CCc1ccc(S(=O)(=O)N2CCOCC2)cc1)OCC(=O)c1ccccc1
    1%, -2%, 6%, -8%, i, -0.2%, 6, -14%, 3%
> CSc1nnc(C)c(=O)n1COC(=O)c1ccccc1
    5%, -16%, 4%, -20%, i, 0.4%, -8, 6%, 7%
> CC1(C(=O)NS(=O)(=O)c2cccs2)CCN1C(=O)Cc1ccccc1 (stereo not given)
    2%, ., ., ., i, 0.4%, -2, 25%, 15%
> O=C(Nc1ccc2c(c1)OCO2)c1cc(C2CCCN(C(=O)C3CCCCC3)C2)on1 (stereo not given)
    -35%, ., ., ., ?, -0.5%[9.22 µM], -22, -6%, -24%
> CC(=O)NC(CC(=O)NNC(=O)c1cccs1)c1ccccc1 (stereo not given)
    1%, 1%, -11%, 2%, i, -0.3%, -1, -14%, -15%
> CCOc1ccccc1-c1nc(CN2CCCC2c2nccs2)c(C)o1 (stereo not given)
    11%, -2%, -8%, -9%, i, 4.3%, 24, -24%, 3%
> CC(=O)N1c2ccc(S(=O)(=O)N3CCCC(C(=O)NCc4ccc(Cl)cc4)C3)cc2CC1C (stereo not given)
    1%, -21%, -21%, 8.2µM*, i, 1.1%, -23, ?, -23%
> O=C(NCCO)c1nc(C(=O)c2ccc(Cl)cc2)c2ccccc2n1
    -7%, -1%, 18%, 0%, i, 15%, 2, -14%, 6%
> Cc1ccc(OCCNC(=O)Cc2ccc(F)cc2)cc1
    6%, -2%, -2%, 3%, i, -0.1%, 31, ?, .
> COc1ccc2ccccc2c1C1CC(=O)N2CN(Cc3ccco3)CSC2=C1C#N (stereo not given)
    -12%, -4%, 5%, -1%, ?, 8.3%, 18, -14%, -11%
> ON=C1CCN(c2ncc(C(F)(F)F)cc2Cl)CC1
    15%, -8%, -179%[0.0737 µM], ?, i, -0.8%, 35, 0%, 5%
> COc1ccc(C2C(=O)N(C3CCCCCC3)CC(=O)N2Cc2ccccc2)cc1OC (stereo not given)
    1%, 6%, -23%, ., i, -0.2%, -7, -12%, -17%
> CC(=O)Nc1ccc(S(=O)(=O)NCc2ccc3c(c2)cc(C)n3C)cc1
    -13%, -22%, 0%, -13%, i, 0.2%, 16, -14%, -1%
> COc1cc2c(c(OC)c1OC)-c1c(cc3c(c1OC)OCO3)C[C@H](C)[C@@](C)(O)C2
    -1%, -8%, 8%, 9%, i, 3.1%, -17, 6%, -1%
> O=C(CC1C(=O)NCCN1C(=O)Nc1ccccc1)Nc1ccc(F)cc1 (stereo not given)
    -10%, 0%, 0%, 2%, ., -0.7%, -8, ?, -20%
> COc1ccc(OC)c(NC(=O)c2c(N3CCCC3=O)c3cc(OC)ccc3n2C)c1
    -27%, 2%, ., -3%, i, -1.0%, ., 5%, -1%
> Cn1cc(CNC(=O)C23CC4CC(CC(C4)C2)C3)cn1
    -15%, -2%, -2%, ?, i, -0.9%, -10, -8%, -1%

An unsorted share of the library. About 8.8% of those tested had a hit in this group.
